PriA SSB inh – inhibitors of Klebsiella pneumoniae PriA binding to SSB C-terminal tail | AID 1272365 | AlphaScreen SSBct-PriA binding, biotinylated peptide | 0.6% of 430,000 active | inhibition, % at 33 µM; in the data active = inhibition mostly above about 37%, no sharp cut-off; inactive = mostly below about 20%;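 note: plate controls were negative control peptide for no effect and reference peptide for full effect; strong numbers were not always called active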
SARS 3CLpro inh – SARS-CoV 3CLpro protease inhibition; P0C6X7; recombinant SARS-CoV 3CLpro, quenched FRET peptide cleavage; inhibition, % at 6 µM; 0.14% of 290,000 active; AID 1706; in the data active = inhibition above about 12%
BoNT-F LC inh – blocks Botulinum neurotoxin F light chain protease; Multiplex microsphere protease cleavage assay, flow cytometry; inhibition, % at 10 µM; 0.22% of 360,000 active; in the data active = inhibition above about 35%, passing the limit was not always enough; inconclusive = no clear call, values can overlap the other calls; note: plate controls were buffer without enzyme for full effect and enzyme alone for no effect
CCHFV vOTU inh – blocks the CCHF virus ovarian tumor domain protease | CCHFV vOTU protease, Pep-AMC fluorescence | inhibition, % at 11.5 µM | 0.55% of 370,000 active | AID 651958; in the data active = inhibition above about 30%; note: 0% = vehicle wells with enzyme and 100% = no enzyme wells
Anthrax LF prot – inhibitors of Bacillus anthracis lethal factor protease; P15917; 0.12% of 360,000 active; inhibition, % at 10 µM; multiplex microsphere protease cleavage assay, LF; note: plate controls were buffer without enzyme for full effect and enzyme alone for no effect
MazEF act – increases E. coli MazEF RNase cleavage of RNA; activation, % at 20 µM; AID 504720; FAM/BHQ RNA-DNA oligo cleavage fluorescence, 5 h; 0.32% of 350,000 active; in the data active = activation above about 50%
Target sequence (P0AE70 whole entry, looked up): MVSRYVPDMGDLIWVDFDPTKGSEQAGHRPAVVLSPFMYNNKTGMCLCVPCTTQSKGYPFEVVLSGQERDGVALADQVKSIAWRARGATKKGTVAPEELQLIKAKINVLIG
BoNT-A LC inh2 – blocks Botulinum neurotoxin A light chain protease | multiplex microsphere protease substrate cleavage, flow cytometry | inhibition, % at 10 µM | 0.17% of 360,000 active; note: plate controls were buffer without enzyme for full effect and enzyme alone for no effect
VHR inh abs – inhibitors of human VHR1 phosphatase (DUSP3). P51452. recombinant VHR phosphatase, pNPP absorbance. inhibition, % at 13.3 µM. 0.52% of 290,000 active; in the data active = inhibition above about 50%; note: some compounds called inactive have numbers as strong as hits
Target sequence (P51452 whole entry, looked up): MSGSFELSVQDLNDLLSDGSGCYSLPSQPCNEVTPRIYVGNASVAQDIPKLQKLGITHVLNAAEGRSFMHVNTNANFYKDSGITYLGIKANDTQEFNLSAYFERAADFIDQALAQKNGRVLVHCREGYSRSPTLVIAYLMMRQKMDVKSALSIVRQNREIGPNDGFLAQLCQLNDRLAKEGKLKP
PrPC TRFRET – inhibitors of human cell surface prion protein PrPC; TR-FRET read-out; AID 720596; 0.43% of 370,000 active; inhibition, % at 13.8 µM; P04156; in the data active = inhibition above about 24%; note: 0% = median of the test wells and 100% = reference compound wells
Rv3671c inh – inhibitors of M. tuberculosis serine protease Rv3671c; inhibition, % at 5.96 µM; P9WHR9; AID 2606; 0.048% of 320,000 active; in the data active = inhibition above about 38%;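 note: extracellular domain of Rv3671c used as enzyme; 0% = enzyme with DMSO and 100% = no enzyme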
Target sequence (P9WHR9 whole entry, looked up, the tested form may be a part): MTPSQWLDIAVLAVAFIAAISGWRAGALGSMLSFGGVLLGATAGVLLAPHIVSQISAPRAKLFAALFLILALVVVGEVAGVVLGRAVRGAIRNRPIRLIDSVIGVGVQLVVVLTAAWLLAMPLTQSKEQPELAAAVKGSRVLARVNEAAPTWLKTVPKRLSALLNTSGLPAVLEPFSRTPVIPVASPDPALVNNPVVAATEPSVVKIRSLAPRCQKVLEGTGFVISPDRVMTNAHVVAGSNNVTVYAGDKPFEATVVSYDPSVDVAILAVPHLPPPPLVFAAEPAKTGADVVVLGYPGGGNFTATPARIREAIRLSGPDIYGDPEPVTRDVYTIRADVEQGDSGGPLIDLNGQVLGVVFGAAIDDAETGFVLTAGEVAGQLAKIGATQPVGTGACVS
* marks the source's active call; other numbers are inactive results; ? = inconclusive; nt = not tested or not shown. Cut-off read from the data, not from the text of the source, unless noted: active = inhibition above about 30%; inconclusive = no clear call, values can overlap the other calls; inactive = below that. The list is partial; count on the stated rates, not on these rows.

SMILES	PriA SSB inh	SARS 3CLpro inh	BoNT-F LC inh	CCHFV vOTU inh	Anthrax LF prot	MazEF act	BoNT-A LC inh2	VHR inh abs	PrPC TRFRET	Rv3671c inh
COc1ccc(C2C(C#N)=C(N)Oc3n[nH]c(C)c32)cc1Cn1nnc2ccccc21 (centres undefined)	10	-1	-3	13	3	0	1.9	5	-4	-4
O=C(Nc1cccc(S(=O)(=O)N2CCCCCC2)c1)C1=COCCO1	-7	nt	?	-1	-5	-2	-3.9	nt	-3	0
COc1cc(F)c(C2=CC(=O)CC(C)(C)C2)cc1F	-5	nt	6	3	-5	2	0.0	nt	-7	9
Cn1c(C2=C(O)CN(Cc3ccccc3)C2=N)[n+](C)c2ccccc21	-8	9	0	8	2	-12	0.0	4	11	-7
CCC(=NCc1ccccc1)C1=C(O)C(C(=O)OC)C(C)(C)CC1=O (centres undefined)	-3	-7	3	11	1	-1	0.3	-10	-4	3
O=C(NC12CC3CC(CC(C3)C1)C2)c1cc(F)c(F)c(F)c1F	-21	0	28	-16	-5	-2	-0.6	19	-6	-6
COc1ccc(NC(=O)CSc2nccn2C)cc1S(N)(=O)=O	-5	1	-4	-13	-3	7	-0.3	10	-9	6
Cc1c(Cl)cccc1NC(=O)CNC(=O)c1ccccc1F	-12	1	-4	3	-3	-3	0.0	18	0	9
Cc1cccc(NC(=S)NC(=O)c2ccc(-c3ccccc3)cc2)n1	5	3	1	-4	-1	9	-1.7	31	7	-1
CC(=O)c1cc2c(cc1N/C(=N/S(=O)(=O)c1ccc(C)cc1)c1ccc(Cl)cc1)OCO2	nt	-4	4	-3	3	8	0.8	-12	3	-4
O=C(CSc1nc2c(sc3ccccc32)c(=O)n1CCc1ccccc1)NCc1ccco1	-1	-2	11	2	?	-23	1.6	4	2	-7
CCCCNC(=O)C(C)N(CCN(C)C)C(=O)CCCN1C(=O)NC(c2ccc([N+](=O)[O-])cc2)C(C(=O)OCc2ccccc2)=C1C (centres undefined)	-3	nt	-4	nt	2	-5	-0.3	nt	nt	nt
Cc1c(Cl)cccc1NC(=O)[C@@]1(CC(=O)O)CC(/C=C/c2ccccc2)=NO1	-18	2	-25	6	-3	-15	-3.4	5	3	1
COc1ccc(CCNC(=O)C(=O)NCC2OCCN2C(=O)c2ccc(Cl)cc2)cc1 (centres undefined)	-22	4	-10	2	-4	1	-1.5	8	6	-4
CN(C)S(=O)(=O)c1cccc(NC(=O)COC(=O)[C@H](Cc2ccccc2)NC(=O)c2ccco2)c1	8	nt	-6	-3	1	8	-0.1	nt	2	3
Cc1ccc2nc(NC(=O)C3CCN(C(=O)c4ccc(F)cc4)CC3)sc2c1	-1	4	0	1	2	5	-2.2	22	0	-8
Cc1cccc(C(=O)CC(=O)c2cc(Cl)ccc2O)c1	-7	4	-13	nt	1	-1	-0.2	24	nt	4
CSc1ccc(CNc2ccccn2)cc1	5	4	-2	-6	-3	4	0.7	14	-1	-3
COc1ccc(C(=O)N2CCCC(c3ccccc3)C2)cc1 (centres undefined)	-10	-3	-22	10	0	5	0.1	17	4	1
O=C(COC(=O)Cc1n[nH]c(=O)c2ccccc12)Nc1c(Cl)cccc1C(F)(F)F	-3	nt	-4	-1	-4	-20	-4.7	nt	2	2
CSc1nnc(C)c(=O)n1COC(=O)/C=C/c1ccc2c(c1)OCO2	-13	1	4	-1	-10	9	-0.4	-8	-1	6
COC(=O)c1sccc1NC(=O)CSc1ccccc1NS(=O)(=O)c1ccc(F)cc1	-8	2	-8	-10	-1	2	-0.9	2	5	-17
CCc1ccc(NC(=O)C2CC=CCC2C(=O)O)cc1 (centres undefined)	-11	1	5	-8	0	0	-0.3	25	-4	4
COc1ccc(C(=O)CCc2ccc(OC)c(OC)c2)cc1	-14	nt	2	6	1	13	-0.9	nt	7	3
CSc1ccc(CN2CCC2(C)C(=O)Nc2ccc3c(c2)OCO3)cc1 (centres undefined)	nt	nt	-1	7	-2	nt	0.1	nt	1	nt
CC1(C)CC(=O)N(c2ccc(C#N)cc2)C(=O)C1	-9	1	0	-7	4	8	1.1	-8	-4	-5
Cc1cccc(CN(CC(=O)N/N=C/c2ccco2)S(=O)(=O)c2ccc(Cl)cc2)c1	nt	2	3	13	3	-6	-0.1	24	8	-5
O=C(CSCc1ccc(Cl)cc1Cl)Nc1ccc(O)cc1C(=O)O	-20	5	11	-8	-5	8	0.3	0	-5	-7
Cc1cccc(Nc2ncnc3ccc(Br)cc23)c1	1	-3	-6	11	1	-18	0.1	24	26*	-12
CCOC(=O)C1=C(C)Nc2ncnn2C1c1cccnc1 (centres undefined)	2	-7	8	-2	-4	6	0.6	20	4	1
CCCOc1ccc(F)cc1-c1cc(C(=O)NCCOC)[nH]n1	nt	nt	-2	-21	-5	nt	0.5	nt	4	nt
O=C(O)CN1C(=O)C(=O)N(Cc2ccc(Cl)c(Cl)c2)C1=O	-12	1	-7	5	14	-2	-2.2	-20	7	2
CC1(C)C=C(c2ccc(C(=O)O)s2)CC(C)(C)N1	11	3	2	-13	1	0	0.2	-1	-2	-12
C=CCn1c(SCC(=O)N2CC(=O)Nc3ccccc32)nc2scc(-c3cccs3)c2c1=O	-12	-2	14	-2	-5	-2	0.6	8	-6	-32
COCC(=O)Nc1ccc2c(c1)OCC(=O)N2Cc1ccccc1F	-10	-5	12	2	4	2	-5.4	9	-8	1
COc1ccc2cc(CN(CC3CCCO3)C(=O)Nc3ccccc3)c(=O)[nH]c2c1 (centres undefined)	-10	3	-5	5	3	-3	0.4	25	5	2
O=C1/C(=C/c2cccs2)SC(=S)N1CC(=O)N1CCCCC1CCO (centres undefined)	9	3	nt	4	nt	2	nt	-20	-31	0
Cc1cccc(Nc2nc(N)nc(CCl)n2)c1C	-3	2	?	-5	-9	6	-6.5	9	6	0
O=C(CN1CCN(Cc2ccc3c(c2)OCO3)CC1)Nc1cc(S(=O)(=O)N2CCCC2)ccc1Cl	-1	1	-1	3	-2	5	0.0	-6	7	2
CNc1cncc(-c2cccc(O)c2)n1	nt	nt	4	-198	7	nt	-0.3	nt	-4	nt
O=c1[nH]c2ccccc2nc1NCCN1CCOCC1	-11	1	-4	4	-4	1	-0.1	-10	-1	8
O=S(=O)(c1cc(Cl)ccc1Cl)N1CCN2CCCC2C1 (centres undefined)	-7	4	-15	2	16	15	0.6	-2	-5	-4
Cc1ccc([N+](=O)[O-])cc1NC(=S)NC(=O)CC(C)(C)C	-2	7	1	-5	1	6	1.5	14	3	1
C/C(=N\NC(N)=O)c1cccc(Cl)c1	nt	-6	-6	-8	0	5	-0.8	-1	9	-1
COc1ccc(CCNC(=O)c2sc3cc(C)ccc3c2Cl)cc1	-15	3	4	-7	0	-10	-0.7	20	1	-14
Cc1cc(-c2nc3c4c5c(sc4[nH]c(=O)n3n2)CCC5)c(C)o1	0	3	-30	nt	-2	8	-3.0	7	nt	4
COc1cccc(S(=O)(=O)N(C)C[C@H]2Oc3ncc(Br)cc3C(=O)N([C@@H](C)CO)C[C@@H]2C)c1	nt	nt	2	1	-4	-5	0.2	nt	-2	nt
O=C(Cn1cc([N+](=O)[O-])cn1)N1CCc2ccccc2C1	-10	6	-1	1	4	1	-0.2	23	-5	-4
COCCN1C(=O)c2cc(C(=O)Nc3cccc(F)c3)ccc2C1Nc1cccc(F)c1 (centres undefined)	-6	0	-2	-4	1	-7	0.2	8	-5	5
CSc1sc(-c2ccnc(=S)[nH]2)c(-c2ccccc2)c1C#N	-13	2	-18	2	?	0	-11	2	-4	11
CN(C)C(=O)Cn1cnc2c(cnn2-c2ccc(F)cc2)c1=O	2	-5	16	-2	-6	13	4.2	-13	-5	2
CCN(CC)CCn1c(=N)n(CC(=O)c2ccc(Br)s2)c2ccccc21	11	-4	?	7	-10	20	8.4	8	-1	6
N=c1nc2n(cc1F)C1OC(CO)C(O)C1O2 (centres undefined)	-14	nt	1	28	4	2	0.1	nt	4	nt
O=C(Nc1ccc(C2CCCCC2)cc1)C1CCN(c2ncccn2)CC1	-13	nt	4	-7	-12	6	1.9	10	1	-1
CC1Cc2cc(/C(O)=C3/C(=O)C(=O)N(CCCn4ccnc4)C3c3ccc([N+](=O)[O-])cc3)ccc2O1 (centres undefined)	nt	nt	-5	12	-3	5	3.0	nt	-20	nt
COc1ccc([C@@H]2[C@@H]3C(=O)N(C(C)(C)C)C(=O)[C@@H]3[C@]3(CC(C)C)C(=O)N(c4ccccc4)C(=O)N23)cc1	-10	2	-2	14	-4	2	-0.1	17	6	-2
Cc1cnc(NC(=O)Cc2ccccc2Cl)s1	-6	-2	4	-2	-7	-26	-0.6	49	5	3
C[C@H]1CN([C@@H](C)CO)C(=O)CCCn2nncc2CO[C@@H]1CN(C)C(=O)Nc1cccc2ccccc12	nt	nt	1	4	-6	5	-0.4	nt	1	nt
COc1ccc(C(=O)O)cc1S(=O)(=O)Nc1ccc(C)cc1	-9	-1	4	-2	2	-3	0.8	12	-1	-5
Cc1c(C(=O)NNS(=O)(=O)c2ccccc2)sc(=S)n1C	-11	-1	15	-19	4	-1	1.4	6	-2	3

The list goes on.
SMILES	PriA SSB inh	SARS 3CLpro inh	BoNT-F LC inh	CCHFV vOTU inh	Anthrax LF prot	MazEF act	BoNT-A LC inh2	VHR inh abs	PrPC TRFRET	Rv3671c inh
COc1ccccc1-n1nnnc1SCC(=O)N1CCCC1=O	-24	3	-9	-6	0	7	-0.8	14	-5	-5
CN(c1ccccc1)S(=O)(=O)c1cc(C(=O)NCc2ccco2)ccc1Cl	nt	nt	7	-7	1	3	-0.3	nt	2	nt
CCCCn1nc(NC(=O)CC)c2cc3cc(OC)ccc3nc21	-37	6	-22	10	4	-2	-0.4	-7	-19	3
CCCCNCCCOc1cc(Cl)ccc1Cl	-6	-2	-2	6	-4	-1	-0.4	27	6	-10
O=Cc1c(-c2ccc(F)cc2)nc2ccccn12	-9	-1	-10	21	0	-2	1.2	8	8	-4
O=C(O)CSc1ncnc2sc3c(c12)CCC3	-5	-4	0	-13	0	5	0.5	36	47*	3
O=C(CN1C(=O)c2ccc([N+](=O)[O-])cc2C1=O)Nc1cc(S(=O)(=O)N2CCOCC2)ccc1Cl	-5	nt	-5	9	-4	2	-0.6	nt	-15	-3
OCCN1CCN(CC(O)COc2ccc(-c3ccccc3)cc2)CC1 (centres undefined)	-8	0	-26	6	0	5	-2.2	-16	7	5
COc1ccc(N2CC(C(=O)Nc3nc4ccc(S(C)(=O)=O)cc4s3)CC2=O)cc1 (centres undefined)	-5	-3	-6	-1	-4	1	-2.1	35	-9	2
O=C(Nc1ccccc1Cl)c1ccccc1CC(O)(c1ccccc1)c1ccccc1	nt	nt	-2	9	1	-1	-0.4	nt	1	nt
O=C(CN1C(=O)COc2ccc(Cl)cc21)NC1CC1	-19	0	17	-7	8	2	6.9	2	6	-7
O=C(COC(=O)c1ccc2c(c1)C(=O)N(Cc1ccncc1)C2=O)Nc1cccc2ccccc12	-9	-1	-14	3	-6	-50	0.7	6	-2	-15

Whole records, looked up by structure. Values in the order: PriA SSB inh, SARS 3CLpro inh, BoNT-F LC inh, CCHFV vOTU inh, Anthrax LF prot, MazEF act, BoNT-A LC inh2, VHR inh abs, PrPC TRFRET, Rv3671c inh
`O=Cc1c(-c2ccc(F)cc2)nc2ccccn12` is listed as -9, -1, -10, 21, 0, -2, 1.2, 8, 8, -4
`CCCCn1nc(NC(=O)CC)c2cc3cc(OC)ccc3nc21` is listed as -37, 6, -22, 10, 4, -2, -0.4, -7, -19, 3
`CN(c1ccccc1)S(=O)(=O)c1cc(C(=O)NCc2ccco2)ccc1Cl` is listed as nt, nt, 7, -7, 1, 3, -0.3, nt, 2, nt
`COc1ccc(N2CC(C(=O)Nc3nc4ccc(S(C)(=O)=O)cc4s3)CC2=O)cc1` (centres undefined) is listed as -5, -3, -6, -1, -4, 1, -2.1, 35, -9, 2
`O=C(COC(=O)c1ccc2c(c1)C(=O)N(Cc1ccncc1)C2=O)Nc1cccc2ccccc12` is listed as -9, -1, -14, 3, -6, -50, 0.7, 6, -2, -15
